Source: PubChem (several laboratories)
PRMT1 FP inh: PRMT1 (human) inhibition, primary screen; Q99873; recombinant PRMT1, activity-based probe fluorescence polarization; inhibition, % at 2.79 µM; actives 1.3% (n = 370,000);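 active means inhibition above about 21% made by adding two undisclosed values, limit read from the data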
Target sequence (Q99873 whole entry, looked up): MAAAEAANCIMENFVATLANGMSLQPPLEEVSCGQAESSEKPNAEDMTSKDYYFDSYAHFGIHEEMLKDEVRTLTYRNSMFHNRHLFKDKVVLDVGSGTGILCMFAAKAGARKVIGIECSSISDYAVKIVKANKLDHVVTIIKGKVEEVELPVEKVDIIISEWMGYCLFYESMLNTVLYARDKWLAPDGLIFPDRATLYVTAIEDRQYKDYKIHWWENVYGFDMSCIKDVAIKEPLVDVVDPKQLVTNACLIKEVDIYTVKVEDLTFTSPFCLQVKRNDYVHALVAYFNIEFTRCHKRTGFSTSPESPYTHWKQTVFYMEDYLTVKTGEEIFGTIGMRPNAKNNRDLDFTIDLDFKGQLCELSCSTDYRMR
UHRF1 MBD2 ctr: UHRF1 methyl-DNA binding inhibition | Q96T88 | UHRF1 binding to methylated oligo, TR-FRET | inhibition, % at 4.4 µM | actives 0.75% (n = 370,000); in the data active means inhibition above about 21%;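 further: UHRF1 SRA domain binding a hemimethylated CpG hairpin DNA probe; 0% = median of test compound wells and 100% = reference inhibitor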
NPR1 activator: GC-A (human) enzyme activation; P16066; HEK293 GC-A cells, cGMP TR-FRET, EC30 ANP; 0% at EC30 ANP, 100% saturating ANP; activation, % at 10 µM; actives 0.14% (n = 370,000); in the data active means activation above about 40%
HTRA1 inhibitor: HTRA1 (human) protease inhibition; inhibition, % at 5.96 µM; recombinant HTRA1, FP-rhodamine activity-based probe, fluorescence polarization; actives 0.5% (n = 340,000); Q92743; in the data active means inhibition above about 36%;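 further: 0% = enzyme with DMSO and 100% = wells lacking enzyme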
Target sequence (Q92743 whole entry, looked up): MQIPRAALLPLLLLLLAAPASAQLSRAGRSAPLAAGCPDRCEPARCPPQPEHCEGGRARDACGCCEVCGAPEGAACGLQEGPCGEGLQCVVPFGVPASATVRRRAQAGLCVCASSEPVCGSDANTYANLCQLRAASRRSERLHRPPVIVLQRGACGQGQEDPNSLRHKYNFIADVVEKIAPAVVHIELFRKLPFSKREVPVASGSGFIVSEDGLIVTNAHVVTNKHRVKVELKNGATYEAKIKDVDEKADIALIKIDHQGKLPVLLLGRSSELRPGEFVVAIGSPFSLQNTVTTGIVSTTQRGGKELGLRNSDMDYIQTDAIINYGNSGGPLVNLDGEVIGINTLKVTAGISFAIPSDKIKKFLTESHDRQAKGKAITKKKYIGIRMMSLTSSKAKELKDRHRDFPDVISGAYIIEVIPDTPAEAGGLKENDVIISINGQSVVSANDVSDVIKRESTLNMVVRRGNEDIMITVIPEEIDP
SIAE primary: human SIAE inhibition, primary screen | SIAE FP-Rh probe binding, fluorescence polarization | inhibition, % at 9.66 µM | Q9HAT2 | actives 0.69% (n = 370,000);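 active means inhibition above a cutoff: mean of compounds within the control limits plus 3 SD of those, cut at about 17% in these data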;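 further: 0% = plate median of compound wells and 100% = probe without SIAE protein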
rCAG RNA binder: molecules binding r(CAG) RNA repeats; r(CAG) RNA repeat, TO-PRO-1 dye displacement fluorescence; inhibition, % at 3 µM; actives 1.3% (n = 370,000); AID 651821;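 active means inhibition above the plate cutoff, the mean of all test compounds on that plate plus 3 SD, cut at about 35% in these data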;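 further: 0% = DMSO alone and 100% = 100 µM mitoxantrone as full dye displacement; higher means more dye released from RNA so lower well fluorescence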
mABHD4 FP: ABHD4 (mouse) inhibition, primary FP screen. Q8VD66. purified mABHD4, FP-Rh probe fluorescence polarization. inhibition, % at 8.92 µM. actives 0.54% (n = 370,000). AID 720543;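 active means inhibition exceeding the mean over every tested compound plus 3 SD, cut at about 30% in these data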;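 further: 0% = plate median of compound wells and 100% = S159A mutant with DMSO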
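Material: mouse ABHD4 enzyme, wild type; Benchmarks: S159A mutant high control, sample median low control; Buffer or medium: HEPES pH 7.0, NaCl, Pluronic buffer; Signal: fluorescence polarization; Read-out: percent inhibition of probe binding, normalized to plate controls; Timing: pre-incubation 45 min, probe exposure 60 min, at 25 °C; Dosing: 8.92 µM, single dose.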
MBD2 inh: MBD2-methylated oligo binding inhibition | TR-FRET, MBD2 binding to methylated oligonucleotide | actives 0.31% (n = 370,000) | inhibition, % at 4.4 µM | Q9UBB5 | AID 686964; in the data active means inhibition above about 13%
TCR-CD3 inh: blocks the human TCR-CD3 interaction | TAMRA-labeled TCR probe fluorescence, biochemical | actives 0.37% (n = 360,000) | inhibition, % at 9.4 µM; in the data active means inhibition above about 19%;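 further: recombinant mutant TCR 2C K166C tagged with TAMRA read by polarization; 0% = receptor in buffer alone and 100% = receptor with positive control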
NPR2 activator: GC-B (human) receptor activation | activation, % at 10 µM | P20594 | HEK293-GC-B cells, CNP EC30, cGMP TR-FRET; 0% at EC30 CNP, 100% saturating CNP | actives 0.11% (n = 370,000);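 active means activation at 10 µM reaching about 35% in either raw or pattern-adjusted values, limit read from the data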
The depositor's hits bear a star; / = not tested or not shown.

SMILES	PRMT1 FP inh	UHRF1 MBD2 ctr	NPR1 activator	HTRA1 inhibitor	SIAE primary	rCAG RNA binder	mABHD4 FP	MBD2 inh	TCR-CD3 inh	NPR2 activator
CCOC(=O)c1sc(NC(=O)c2ccc(C)s2)cc1C	-1.2	-2.8	-1.6	-28.4	-11.3	12.0	-20.3	-3.8	-1.6	0.0
CSc1nc(NCC(C)C)c2c3c(sc2n1)CN(C)CC3	-4.1	0.9	-3.6	-6.0	1.7	-4.2	-0.4	-2.5	-0.1	-13.9
COCCCN1C(=O)c2ccc(C(=O)N3CCN(c4ccccc4OC)CC3)cc2C1=O	-0.7	-2.9	0.5	3.2	-0.2	-9.1	-4.7	2.1	-0.5	4.1
O=C(Cn1c(=S)[nH]c2ncccc2c1=O)NCCc1ccccc1	-2.2	2.8	-1.7	/	36.3*	3.2	-0.8	-6.4	-7.8	-5.8
CN(CCCNC(=O)c1nn(C)c2c1CS(=O)(=O)c1ccccc1-2)Cc1ccccc1	-1.9	1.9	-4.1	4.7	0.1	-8.1	6.3	1.7	2.7	1.1
CCn1c(NC(=O)C(C)C)c(-c2ccccc2)c(=O)c2ccccc21	-1.4	46.7*	-2.2	/	-6.6	-2.6	4.4	5.0	-3.5	2.2
OCC[C@H]1C[C@H](O)[C@@H](O)[C@]2(OCCc3ccccc32)O1	-2.1	5.4	-0.1	-2.0	-1.1	2.9	-8.3	-1.1	1.4	1.2
CCN(CC)C(=O)[C@H]1C[C@H](CC(=O)NCc2ccco2)C(=O)N2CCc3c([nH]c4ccc(Cl)cc34)[C@]12C	-0.8	0.0	-2.4	-4.2	-0.5	2.3	2.3	-1.0	6.1	-5.1
Cc1cccc(C(=O)N2CCCC(N3CCN(Cc4ccc5c(c4)OCO5)CC3)C2)n1 (centres undefined)	-1.4	-1.1	5.8	3.6	2.3	-7.2	6.7	-3.2	-0.8	1.7
CC(Sc1nncs1)C(=O)NCc1ccc2c(c1)OCO2 (centres undefined)	2.9	1.4	4.1	-1.7	1.8	-0.2	6.4	3.9	-5.6	4.4
Cc1cc(C)nc(SCC(=O)OCC(=O)Nc2ccccc2)n1	5.2	0.1	0.5	-14.0	5.5	0.2	-0.9	-4.1	-3.4	-3.9
Cc1ccc(S(=O)(=O)Nc2cccnc2Oc2ccc(Cl)cc2)cc1	5.4	1.2	-2.3	-1.1	-3.2	1.6	-7.2	-3.3	-8.6	5.5
Cc1cc(Cl)ccc1C(=O)C1CCCN(C(=O)c2cccnc2C)C1 (centres undefined)	2.7	-0.6	2.9	0.2	5.4	-6.7	-1.6	-0.9	-7.0	1.5
CNC(=O)CN(c1ccc(C(C)C)cc1)S(C)(=O)=O	3.4	3.7	2.1	0.6	-4.1	-0.9	5.5	2.2	-3.3	-0.3
O=C(COC(=O)c1ccccc1)Nc1ccccc1N1CCOCC1	-1.5	-2.7	4.2	0.3	6.1	-3.4	-1.3	-7.7	1.5	-4.2
CCOC(=O)/C=C/c1ccc2c(c1)S(=O)(=O)N(Cc1ccc(OC)cc1)[C@H]2CC(=O)OCC	-1.8	-2.8	1.2	-21.8	-3.6	7.0	-7.1	-2.0	-2.0	-2.5
COC(=O)[C@]1(Cc2ccccc2)N[C@H](CN(C)S(=O)(=O)c2ccc(C)cc2)[C@@H]2C(=O)N(Cc3ccccc3)C(=O)[C@@H]21	-1.9	-1.4	1.8	-10.6	-7.1	5.6	-5.6	-2.1	5.3	-4.4
Cn1cc(SCC(=O)NCC2CCCO2)c2ccccc21 (centres undefined)	3.5	0.3	0.9	-2.4	-0.9	1.4	6.9	-1.1	4.7	0.3
CCOC(=O)/C(C#N)=C/C1=C(N2CCOCC2)C(C)(C)OCC1	0.8	-1.4	0.3	-0.8	6.2	-3.0	-2.0	0.1	2.1	2.7
Cc1ccc(C)c(N2CCN(C3CCCC(C)C3)CC2)c1 (centres undefined)	-3.7	-1.5	-6.2	8.9	-0.4	-9.2	5.5	0.9	3.3	-1.0
Cc1ccc2nc(-c3ccc4c(c3)OCCO4)cc(C(=O)O)c2c1	0.3	2.7	-8.2	-6.8	-8.7	2.5	-9.0	-1.9	-3.3	-9.8
CC1(c2ccccc2)NC(=O)N(CC(=O)NCc2cccc(Cl)c2)C1=O (centres undefined)	-2.9	3.9	0.7	-1.1	0.8	1.0	-1.4	0.9	-7.1	-2.0
COc1ccc(S(=O)(=O)N2CCc3ccccc3C2)cc1C(=O)O	-3.6	10.2	-1.8	3.6	2.1	1.4	2.0	1.4	9.1	0.2
O=[N+]([O-])c1ccc(/C=N/Nc2nc3ccccc3o2)cc1	-3.4	2.2	2.5	-6.1	-8.9	5.9	-5.1	2.7	-2.0	-4.7
Cc1cccc(NC(=O)c2nc[nH]c2C(=O)NCCCCNC(=O)c2[nH]cnc2C(=O)Nc2cccc(C)c2)c1	2.0	0.3	-7.5	-4.5	-1.9	1.4	1.0	-0.4	-0.2	-8.6
CC1CCCCN1c1nc2nonc2nc1N1CCCCC1C (centres undefined)	1.3	7.2	2.7	-4.7	-1.1	4.5	-13.0	1.0	12.9	-1.9
CC(O)C(NS(=O)(=O)c1ccc(Cl)cc1)C(=O)OCC(=O)c1c[nH]c2ccccc12 (centres undefined)	-1.0	-2.1	-4.1	-9.2	-7.9	9.2	-0.1	-5.8	-5.2	-1.9
COc1ccc(C(C)=O)cc1COc1ccc([N+](=O)[O-])c(C)c1	-2.5	-4.4	9.7	-12.9	0.0	-2.0	-6.0	0.4	0.4	-2.0
O=C1c2cc3c(cc2CCC1c1ccc2c(c1)OCO2)OCO3 (centres undefined)	3.6	4.6	4.1	-0.8	-0.3	23.5	15.2	-2.0	3.0	-4.6
CN(C(=S)Nc1ccc(F)cc1)C(c1ccccc1)c1ccccc1	4.2	4.0	-2.6	-24.4	-7.2	-1.1	-2.5	2.2	-2.0	-0.1
COc1ccc(N(CC(=O)NCc2ccc(F)cc2)S(=O)(=O)c2c(C)n[nH]c2C)cc1	-1.4	-0.7	-1.0	-4.1	4.7	-0.4	-1.6	2.7	7.0	-4.3
CN(CC(=O)Nc1ccc(F)cc1)CC(=O)N1CCCCC1	-0.1	-0.2	1.8	-5.0	1.1	2.8	1.0	-1.0	5.9	2.6
CCSc1oc(-c2cccs2)nc1S(=O)(=O)c1ccccc1	3.0	2.6	-4.0	-18.3	-1.2	7.6	-5.0	2.6	-5.1	-1.6
O=C(Cn1cnnn1)Nc1cccc(S(=O)(=O)N2CCCCC2)c1	3.5	3.2	0.1	-2.4	-2.4	0.8	-3.9	1.3	-2.1	0.7
O=C(CN(C(=O)c1csnn1)c1ccc(F)cc1)NCc1ccc2c(c1)OCO2	0.7	-2.2	4.8	-2.2	-6.6	2.5	7.4	-5.1	-1.0	-6.0
O=C(CSc1nc2c(cnn2-c2cccc(Cl)c2)c(=O)[nH]1)NCC1CCCO1 (centres undefined)	0.2	12.6	4.0	3.8	-9.8	3.8	1.5	7.0	2.7	1.6
COc1ccc(C(O)c2ncc(-c3ccc4ccccc4c3)[nH]2)cc1 (centres undefined)	-5.9	-0.9	2.0	/	-7.2	6.4	-9.3	-7.0	-7.6	-5.6
CC1CN(C(=S)NC(=O)c2ccc([N+](=O)[O-])cc2)CC(C)O1 (centres undefined)	-2.8	-1.1	-1.9	12.1	5.1	-2.0	6.0	0.8	9.1	-1.2
O=C(NC(Cc1c[nH]c2ccccc12)c1nnc2n1CCCCC2)c1ccccc1Cl (centres undefined)	-5.0	-0.2	0.2	0.3	7.6	-5.1	-4.5	-2.3	-1.6	-6.3
COc1cccc(C(=O)Nc2cc(Cl)c(O)c(Cl)c2)c1	-0.4	-1.5	-4.5	4.4	1.9	1.3	6.4	-5.5	-3.8	-6.8

Reprinted from the part before: 3 entries; new compounds follow.
SMILES	PRMT1 FP inh	UHRF1 MBD2 ctr	NPR1 activator	HTRA1 inhibitor	SIAE primary	rCAG RNA binder	mABHD4 FP	MBD2 inh	TCR-CD3 inh	NPR2 activator
CC1CN(C(=S)NC(=O)c2ccc([N+](=O)[O-])cc2)CC(C)O1 (centres undefined)	-2.8	-1.1	-1.9	12.1	5.1	-2.0	6.0	0.8	9.1	-1.2
O=C(NC(Cc1c[nH]c2ccccc12)c1nnc2n1CCCCC2)c1ccccc1Cl (centres undefined)	-5.0	-0.2	0.2	0.3	7.6	-5.1	-4.5	-2.3	-1.6	-6.3
COc1cccc(C(=O)Nc2cc(Cl)c(O)c(Cl)c2)c1	-0.4	-1.5	-4.5	4.4	1.9	1.3	6.4	-5.5	-3.8	-6.8
O=C1Nc2c(Br)cc(Br)cc2C1(O)N1CCOCC1 (centres undefined)	-1.7	-2.2	1.2	11.8	-4.4	-3.1	5.3	-2.2	2.5	1.4
COc1cccc(CNC(=O)C(CCSC)NS(=O)(=O)c2ccc3c(c2)oc(=O)n3C)c1 (centres undefined)	-1.2	-1.0	0.3	3.5	0.2	-0.3	-7.2	-5.8	4.3	0.4
COC(=O)[C@]12C[C@H](CC(=O)NCCCCc3ccccc3)C(=O)N(CCC3=CCCCC3)C1=C[C@H](C(C)C)O[C@@H]2C1CC1	-3.2	5.1	2.6	/	0.3	6.3	-0.7	-5.9	/	-6.8
CC(Oc1ccc(Cl)cc1Cl)c1nc(-c2ccc(NC(=O)c3ccncc3)cc2)no1 (centres undefined)	-2.6	-1.9	-1.8	-68.1	-56.4	16.2	-100.8	-2.1	13.9	-4.0
CCOC(=O)C1(C(=O)O)NC(=O)CC1c1ccccc1 (centres undefined)	1.5	-0.7	2.4	3.1	0.8	-2.5	1.2	1.2	-0.5	9.9
COc1ccc(OC)c(/C=N\NC(=O)c2ccc(=O)n(C)c2)c1	-1.2	-4.2	5.6	3.5	-8.6	-1.4	-1.8	-2.3	3.4	0.9
CCOc1ccc2[nH]c(=O)c(CN(CCO)C(c3nnnn3C3CCCCC3)C(C)C)cc2c1 (centres undefined)	-0.1	-5.9	-7.5	-8.0	16.1	0.1	2.6	-2.0	-2.4	-6.6
CCn1c(=N)n(CC(O)c2cccs2)c2ccccc21 (centres undefined)	-0.5	-1.0	-11.3	0.5	-3.2	-0.1	-2.7	-5.2	-2.6	-4.1
CCOC(=O)C1(Cc2ccccc2)CCN(Cc2cc(OC)c3c(c2)OCO3)CC1	-1.6	3.4	-12.3	-9.8	-1.6	-6.8	-3.3	0.1	-1.9	-0.9
COc1ccc(-c2cc(C(=O)OCC(=O)N3CCCC3)c3ccccc3n2)cc1	0.5	0.5	5.6	-30.9	-6.4	1.0	-8.8	-0.7	3.5	-7.7
CC1(C)NC(=O)N(CC(=O)N2CCC(Cc3ccccc3)CC2)C1=O	-2.6	-1.3	2.1	0.8	-3.7	-2.8	-1.5	-0.6	-4.4	1.9
Cc1cc(C)c(C#N)c(SCC(=O)c2ccccc2)n1	0.7	5.0	-2.7	0.2	-0.5	-3.0	1.7	0.8	-2.1	-2.3
COc1cc2c(cc1OC)C(C(=O)Nc1ccc3c(c1)OCCO3)C(c1cccnc1)N(C)C2=O (centres undefined)	-0.7	-0.5	-1.5	0.3	-4.1	-1.0	-4.8	1.0	-1.8	4.0
CCN(CC)S(=O)(=O)c1cccc(C(=O)N/N=C(\C)c2cccs2)c1	-0.1	-1.0	-1.8	2.5	2.0	2.8	5.7	-5.6	-0.6	2.5
O=C(NC(c1ccccc1)c1ccc2ccccc2n1)C1CCN(CCOc2ccc(Cl)cc2)CC1 (centres undefined)	1.7	2.3	-18.5	/	-1.0	4.1	4.3	1.1	-5.0	-21.2

These rows are one share of the data. The share of hits here may be higher or lower than overall.
